Apoferritin bind: qHTS Assay for Identification of Novel General Anesthetics; Ferritin light chain (Equus caballus), P02791; apoferritin/1-aminoanthracene competitive binding, fluorescence; Potency, µM (doses to about 77.5 µM), without a hit: at the highest dose activity change, negative = displacement, actives largely listed as inhibitors; 0.074% of 350,000 active; AID 485281, 2010; further: potency means the concentration at half of the fitted maximal effect; on the % scale 0 is the no-effect control and ±100 the full control effect; nearly all actives have a fitted effect of over 20% in size
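Horse-spleen apoferritin (10 uM) in 50% saturated 1-aminoanthracene in PBS was incubated 10 min at room temperature with compound. Fluorescence (ex 380, em 535 nm) was normalized to free and bound 1-AMA, with concentration-response fitted by a four-parameter Hill equation.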
Pol iota inh: qHTS for Inhibitors of Polymerase Iota; Pol iota fluorescent replication assay, 10 min; Potency, µM (titrated, usually from 115 µM), for the others: at the top dose activity, negative = inhibition, most hits filed as inhibitors; 1% of 390,000 active; further: potency means the concentration at half of the fitted maximal effect
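Pol iota at 10 nM preincubated 15 min with compounds at room temperature; reaction started with fluorescent substrate, 50 nM final. Fluorescence read kinetically at 0 and 10 min; buffer-only wells as negative control.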
Pol kappa inh: qHTS for Inhibitors of Polymerase Kappa; purified Pol kappa, fluorescent DNA synthesis assay, 10 min; Potency, µM (top dose mostly 107 µM), inactives show at the top dose activity, negative = inhibition, most hits filed as inhibitors; 0.53% of 400,000 active; AID 588579, 2011; further: potency means the concentration at half of the fitted maximal effect; on the % scale 0 is the no-effect control and ±100 the full control effect
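10 nM Pol kappa preincubated 15 min at room temperature with compounds, then reaction started with substrate at 50 nM final. Fluorescence read kinetically at 0 and 10 min; buffer-only wells served as negative control.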
ERG-DNA inh: qHTS for Small Molecule Inhibitors of the ERG Ets/DNA interaction; fluorescence polarization, His-ERG Ets domain / labelled DNA; Potency, µM (highest dose often 76.9 µM), inactives show at the top dose FP activity, negative = inhibition, hits mostly inhibitors; 0.028% of 370,000 active; AID 624246, 2012; active means well fitted inhibition curve with a large enough effect in the polarisation, with a control signal flat; inconclusive means small, poorly fitted or top-dose-only effect, or effect the other way, or a change in a side signal; inactive means no such curve, though single readings can be large or run the other way; the % refers to the polarisation;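 further: polarization taken with two DNA probes labelled with fluorescein and Texas red; potency means the concentration at half of the fitted maximal effect; % of control where 0% means no effect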
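His-tagged ERG Ets domain (1 uM in the protein solution; 300mM KCl, 50mM Tris-HCl, 1mM EDTA, 1mM DTT, pH 7.5) received compound, then a probe mix of 5 nM fluorescein-DNA and 100nM Texas-615-DNA. Fluorescence polarization was read for both dyes.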
TRHR ag: qHTS for Small Molecule Agonists and Allosteric Enhancers of Human TRH Receptor: Primary Screen for Agonists; AID 493084, 2011; 0.18% of 360,000 active; activation, % at 2 µM; TRHR cells, calcium flux fluo-8, FDSS agonist mode; Thyrotropin-releasing hormone receptor (Homo sapiens), P34981; in the data active means activation above about 30%; further: 0% is about no effect
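In this calcium-flux screen, cells bearing human TRHR are dye-loaded with fluo-8, baselined for 10 cycles, then exposed to library compounds; positive kinetic calcium responses during the agonist phase mark hits, with TRH as control.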
Pol beta inh: qHTS Assay for Inhibitors of DNA Polymerase Beta; AID 485314, 2010; Pol beta primer extension/strand displacement, fluorescence kinetic; 1.3% of 340,000 active; Potency, µM (titrated, usually from 114 µM), without a hit: at the top dose activity change, negative = inhibition, actives largely listed as inhibitors; P06746; further: potency means the concentration at half of the fitted maximal effect; on the % scale 0 is the no-effect control and ±100 the full control effect
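Human Pol beta at 10 nM; strand-displacement substrate 50 nM final. Compound exposure 15 min at room temperature before start, reaction 10 min at room temperature.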
APE1 inh: qHTS Assay for Inhibitors of the Human Apurinic/apyrimidinic Endonuclease 1 (APE1) | recombinant APE1, TAMRA/BHQ-2 abasic DNA cleavage fluorescence | Potency, µM (doses to about 65.8 µM), for the others: at the highest dose activity change, negative = inhibition, usual class: inhibitors | 0.35% of 350,000 active | AID 2517, 2012;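 further: potency means the concentration at half of the fitted maximal effect; plate controls were vehicle for no effect and reference inhibitor for full effect; nearly all actives have a fitted effect of over 55% in size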
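Readout is kinetic fluorescence (ex 525, em 598 nm) from cleavage of 50 nM TAMRA/BHQ-2 THF abasic duplex by 0.75 nM APE1, compound added 15 min beforehand at RT.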
BLM inh: qHTS Assay for Inhibitors of Bloom's syndrome helicase (BLM); RecQ-like DNA helicase BLM (Homo sapiens), P54132; recombinant BLM DNA unwinding, fluorescence dequenching; Potency, µM (top dose mostly 56.1 µM), for the others: top-dose activity change, negative = inhibition, hits mostly inhibitors; 0.2% of 350,000 active;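 further: potency means the concentration at half of the fitted maximal effect; plate controls were vehicle for no effect and no enzyme for full effect; nearly all actives have a fitted effect of over 35% in size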
Target sequence (P54132 whole entry, looked up): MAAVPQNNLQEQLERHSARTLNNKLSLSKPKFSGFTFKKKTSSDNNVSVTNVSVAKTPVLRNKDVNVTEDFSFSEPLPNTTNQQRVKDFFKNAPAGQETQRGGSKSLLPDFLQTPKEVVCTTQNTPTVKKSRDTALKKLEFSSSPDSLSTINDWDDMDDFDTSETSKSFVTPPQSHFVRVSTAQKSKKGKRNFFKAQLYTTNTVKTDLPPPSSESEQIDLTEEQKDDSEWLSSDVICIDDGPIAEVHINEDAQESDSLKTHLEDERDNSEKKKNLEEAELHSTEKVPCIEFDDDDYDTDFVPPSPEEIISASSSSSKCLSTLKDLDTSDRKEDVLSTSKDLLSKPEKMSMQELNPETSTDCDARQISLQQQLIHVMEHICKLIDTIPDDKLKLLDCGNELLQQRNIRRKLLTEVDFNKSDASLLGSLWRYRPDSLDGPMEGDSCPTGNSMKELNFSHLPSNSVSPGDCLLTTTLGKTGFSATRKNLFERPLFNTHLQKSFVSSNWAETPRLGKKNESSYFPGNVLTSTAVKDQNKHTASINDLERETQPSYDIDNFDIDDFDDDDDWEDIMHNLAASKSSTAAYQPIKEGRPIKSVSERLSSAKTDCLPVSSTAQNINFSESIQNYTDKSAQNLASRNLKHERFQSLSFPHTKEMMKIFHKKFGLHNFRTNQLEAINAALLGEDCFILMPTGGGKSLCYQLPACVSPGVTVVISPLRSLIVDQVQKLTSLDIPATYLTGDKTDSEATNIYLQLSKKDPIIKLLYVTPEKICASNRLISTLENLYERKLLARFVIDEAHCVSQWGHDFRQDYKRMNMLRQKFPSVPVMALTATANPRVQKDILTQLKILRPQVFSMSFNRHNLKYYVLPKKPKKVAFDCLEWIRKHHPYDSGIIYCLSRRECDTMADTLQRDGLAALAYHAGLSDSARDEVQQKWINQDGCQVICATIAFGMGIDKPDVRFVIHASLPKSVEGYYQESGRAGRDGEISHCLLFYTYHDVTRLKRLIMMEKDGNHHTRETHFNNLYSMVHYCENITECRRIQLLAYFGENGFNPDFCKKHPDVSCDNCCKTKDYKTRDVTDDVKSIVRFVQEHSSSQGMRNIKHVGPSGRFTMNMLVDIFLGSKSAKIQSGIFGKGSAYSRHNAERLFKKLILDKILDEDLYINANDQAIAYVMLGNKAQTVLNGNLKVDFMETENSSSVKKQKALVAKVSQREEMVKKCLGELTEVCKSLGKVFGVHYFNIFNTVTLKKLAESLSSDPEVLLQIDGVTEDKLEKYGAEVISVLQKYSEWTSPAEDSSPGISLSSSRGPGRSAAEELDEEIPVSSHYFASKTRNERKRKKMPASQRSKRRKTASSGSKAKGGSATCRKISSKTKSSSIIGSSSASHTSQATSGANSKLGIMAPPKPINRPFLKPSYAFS
12-LOX inh: Primary qHTS assay for inhibitors of human arachidonate 12S-lipoxygenase (ALOX12): Round 2 | 1.1% of 580,000 active | purified 12hLO, xylenol orange hydroperoxide absorbance | Potency, µM (series often up to 108 µM), without a hit: top-dose activity change, negative = inhibition, usual class: inhibitors | Polyunsaturated fatty acid lipoxygenase ALOX12 (Homo sapiens), P18054; further: potency means the concentration at half of the fitted maximal effect; on the % scale 0 is the no-effect control and ±100 the full control effect
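Purified human 12hLO at 150 nM in 25 mM Hepes, 0.01% Triton X-100, pH 7.0, preincubated 15 min at room temperature with compound. Reaction started with 40 uM arachidonic acid, 30 min at room temperature. Hydroperoxide measured by Fe-xylenol orange, 573/405 nm absorbance ratio.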
* marks the source's active call; other numbers are inactive results; ? = inconclusive; nt = no result given; [ ] = dose if it differs, or a comment. Unless noted, the call rests on the fitted dose curve; in most records, active means well fitted curve in the direction sought with a large enough effect; inconclusive means small, poorly fitted or top-dose-only effect, or another doubt; inactive means no such curve, though single readings can be large; an effect the other way counts as inactive or inconclusive. The list is partial; count on the stated rates, not on these rows.

compound | Apoferritin bind | Pol iota inh | Pol kappa inh | ERG-DNA inh | TRHR ag | Pol beta inh | APE1 inh | BLM inh | 12-LOX inh
O=C(Nc1cccc(C(F)(F)F)c1)c1cc2nc(-c3ccc4c(c3)OCO4)cc(C(F)(F)F)n2n1 | 48.3%[activator] | 10.6% | -0.4% | -19.9% | -0.3 | 37.8% | nt | -1.9% | -5.6%
COc1ccc(S(=O)(=O)NCC2CCCN(C(=O)c3occc3C)C2)cc1 (stereo not drawn) | -8.0% | -18.2% | -5.1% | -10.7% | -1.1 | 1.5% | 2.9% | -5.3% | -1.4%
Cc1ccc(Br)cc1S(=O)(=O)Nc1cccnc1 | -6.7% | 16.2% | -1.3% | 3.5% | -0.8 | 12.3% | 13.7% | 2.9% | 240.9%[activator]
O=C(NCCc1ccc(Cl)cc1)c1ccc(S(=O)(=O)N2CCCC2)cc1 | nt | 11.9% | -4.9% | 4.3% | 0.9 | nt | 39.3% | nt | -8.9%
CCOc1ccc(NC(=O)CN2C(=O)C(C)SC(C)C2=O)cc1 (stereo not drawn) | -5.2% | 59.2%[activator] | 3.5% | 1.7% | -0.4 | 50.5% | 16.6% | -2.9% | 7.8%
COc1ccc(NC(=O)COC(=O)C2C3CC4OC(=O)C2C4C3)cc1 (stereo not drawn) | -10.1% | 5.8% | -3.7% | ? | 1.3 | 53.5% | -8.3% | -1.9% | -16.3%
COc1cc(/C=C/C(=O)OCc2cn3cc(Cl)ccc3n2)ccc1O | -14.9% | -6.5% | -4.6% | 4.0% | -1.7 | 0.8% | ? | -3.2% | -0.4%
O=C1N[C@H](Cc2c[nH]c3ccccc23)COC(=O)[C@H](Cc2ccc(F)cc2)C/C=C\C[C@H]1CC(=O)N(CCO)Cc1ccccc1 | nt | -18.6% | -3.9% | -5.9% | nt | nt | 21.2µM* | nt | -18.8%
Cc1ccc(N=C2NC(=O)CC(C(=O)Nc3cc(C(F)(F)F)ccc3Cl)S2)cc1 (stereo not drawn) | -5.4% | 11.8% | -5.6% | 5.9% | -0.2 | 3.3% | nt | 0.1% | -0.6%
COc1ccccc1CC(=O)c1ccc(OCc2ccccc2)cc1 | nt | 24.8% | -14.1% | -16.1% | 0.9 | nt | 21.1% | nt | 4.8%

compound | Apoferritin bind | Pol iota inh | Pol kappa inh | ERG-DNA inh | TRHR ag | Pol beta inh | APE1 inh | BLM inh | 12-LOX inh
COc1cc(F)cc(-c2ccc3c(c2)c(-c2cccs2)c(-c2cc(OC)cc(OC)c2)n3C)c1 | nt | 35.7%[activator] | 2.0% | 5.5% | 4.7 | nt | -10.8% | nt | -0.5%
CN(C)S(=O)(=O)Oc1ccc(C(=O)Nc2cccc(C(F)(F)F)c2)cc1 | -16.0% | 19.1% | -4.8%[60.1 µM] | 5.7% | 0.5 | -12.3% | -7.9% | -10.6% | -15.2%
Cc1ccccc1CN1CCC(n2nccc2NC(=O)c2ccc3c(c2)OCO3)CC1 | -10.3% | 35.1%[activator] | 6.0% | -19.7% | 1.1 | 19.3% | -5.5% | 0.6% | -10.1%
Cc1cc2c(cc1S(=O)(=O)CCC(=O)N1CC(C)CC(C)C1)OCC(=O)N2 (stereo not drawn) | -9.4% | 13.0% | -18.8% | -1.9% | 0.6 | 3.1% | -6.4% | -0.1% | 6.5%
O=C(Nc1cc(=O)[nH]c2nc(-c3ccccc3)nn12)c1ccccc1Cl | -1.7% | 27.5% | -21.4% | 2.5% | -1.2 | 27.6% | 2.5% | -1.1% | -3.0%
O=C(COc1ccccc1C(=O)Nc1ccccc1)c1ccc(Br)cc1 | -8.2% | 40.3%[activator] | -6.1% | -1.0% | 0.2 | 0.1% | 0.2% | -12.1% | -6.7%
Cn1/c(=N/N=C/c2ccccn2)sc2ccccc21 | -5.6% | -14.6% | -10.7% | -2.2% | -0.4 | -1.3% | 10.8% | -17.3% | -17.5%
C(/C=C/c1ccccc1)=N/N1CCN(c2ccccc2)CC1 | -11.1% | -0.8% | -1.0% | 6.4% | 0.1 | 14.4% | 2.7% | -1.0% | -12.7%
CN1CCN(CCCCOc2ccccc2-c2ccccc2)CC1 | -8.1% | 37.2%[activator] | -5.2% | -1.9% | 0.6 | ? | 5.3% | -11.5% | -20.0%
CC(C)(C)NC(=O)C(c1cccs1)N(Cc1ccco1)C(=O)c1csnn1 (stereo not drawn) | 2.9% | 138.5%[activator] | -34.5% | -3.5% | 0.0 | 47.9% | -13.1% | -1.8% | 9.7%

Complete entries, looked up by structure. Screens in order: Apoferritin bind	Pol iota inh	Pol kappa inh	ERG-DNA inh	TRHR ag	Pol beta inh	APE1 inh	BLM inh	12-LOX inh
COc1cc(F)cc(-c2ccc3c(c2)c(-c2cccs2)c(-c2cc(OC)cc(OC)c2)n3C)c1 is entered as nt	35.7%[activator]	2.0%	5.5%	4.7	nt	-10.8%	nt	-0.5%
Cc1ccccc1CN1CCC(n2nccc2NC(=O)c2ccc3c(c2)OCO3)CC1 is entered as -10.3%	35.1%[activator]	6.0%	-19.7%	1.1	19.3%	-5.5%	0.6%	-10.1%

New compounds follow
compound | Apoferritin bind | Pol iota inh | Pol kappa inh | ERG-DNA inh | TRHR ag | Pol beta inh | APE1 inh | BLM inh | 12-LOX inh
N#Cc1ccc(N2C(=O)[C@@H]3C(C(=O)c4cnccn4)=NN[C@@H]3C2=O)cc1 | 6.9% | 38.1%[activator] | -9.7% | -4.7% | -1.1 | 8.5% | 11.1% | -3.3% | ?
CCOC(=O)N1CCC(NC(=O)C2CCN(c3nc(-c4ccc(OC)cc4)no3)CC2)CC1 | -6.6% | 2.5% | 9.7% | 6.0% | 0.3 | 31.0% | ? | -0.1% | 0.0%
N=C1C(c2nc3ccccc3s2)=C(O)CN1Cc1ccco1 | -9.4% | ? | 4.7% | 0.8% | 0.0 | 5.1% | 10.0% | -0.9% | 1.7%
Cc1ccc(/C=N/NC(=O)C(C)Oc2ccccc2[N+](=O)[O-])s1 (stereo not drawn) | 5.1% | 13.0% | -4.7% | -20.1% | -0.4 | 39.2% | 10.1% | -1.9% | 9.4%
CC(Sc1nnc(C2CC2)n1C1CC1)C(=O)Nc1ccccc1C#N (stereo not drawn) | nt | 56.0%[activator] | -11.6% | 6.3% | 0.5 | nt | 11.3% | nt | -14.8%
c1ccn2c(CNc3ncnc4sccc34)nnc2c1 | 0.0% | 20.0% | -11.4% | 0.6% | 0.3 | -9.0% | 10.2% | -5.5% | 108.7%[activator]
O=C(NC1CCCCC1)c1cc([N+](=O)[O-])ccc1N1CCOCC1 | -19.8% | ? | 3.5% | 6.2% | -0.1 | 33.9% | -2.9% | 2.0% | 13.1%
CCC(C)Nc1nc2c(c(=O)[nH]c(=O)n2C)n1CCOc1ccccc1 (stereo not drawn) | -7.1% | 8.3% | 1.2% | 9.2% | -1.3 | ? | 8.0% | -1.9% | nt
O=C(NCCSc1ccccc1)c1ccccc1Cl | -4.8% | 9.1% | -11.5% | -3.4% | 0.2 | 1.5% | -3.3% | -2.8% | 4.5%
CCCCCCCCC(=O)N/N=C/c1ccccn1 | 12.6µM* | 18.6% | -5.6% | nt | 0.0 | 30.8% | 11.1% | -4.5% | 26.1%

compound | Apoferritin bind | Pol iota inh | Pol kappa inh | ERG-DNA inh | TRHR ag | Pol beta inh | APE1 inh | BLM inh | 12-LOX inh
COc1ccc(-c2noc(CN(C)Cc3ccccc3)n2)cc1 | -7.0% | -7.7% | -8.5% | -9.9% | 0.2 | -24.0% | 31.9% | -3.6% | -2.4%
COc1ccc(Oc2ncc3nc(C)c(=O)n(Cc4cccc(OC)c4)c3n2)cc1 | nt | nt | -4.2%[60.1 µM] | nt | nt | nt | -8.2% | -3.6% | -23.7%
CCOc1ccc(C(=O)Cn2cnc3ccccc3c2=O)cc1 | -9.7% | 3.4% | 2.1% | 11.1% | 0.2 | -14.0% | 38.2%[activator] | -8.4% | ?
COc1cccc(NC(=O)c2nnn(CCc3ccccc3)c2N)c1 | ? | -17.9% | 3.5% | 1.1% | -0.3 | 8.6% | -1.5% | -1.3% | -8.5%
CCN(CC)C(=O)CN1C(=O)C(=O)c2ccccc21 | -7.2% | 24.4% | -22.6% | -5.8% | 1.1 | 1.4% | 11.2% | -0.4% | -13.3%
O=C(Nc1cccc(-c2csc(Nc3ccccc3)n2)c1)c1ccccc1 | -8.7% | 14.7% | 11.4% | -3.2% | 0.3 | 11.1% | -8.6% | -10.7% | -2.7%
CCCOc1c(Br)cc(C(=O)NCC)cc1OC | 1.5% | 14.5% | -2.6% | 4.6% | -0.6 | 0.2% | 4.7% | -6.6% | 9.6%
CCCCN(CC)CCNC(=O)c1cc2c(=O)n(C)c3ccccc3c2n1C | -19.2% | -16.2% | -13.8% | 21.1% | 0.1 | -3.8% | -2.1% | 41.6%[activator] | 24.7%[57.4 µM]
COc1ccc(CNC(=O)CN(CC2CCCO2)C(=O)CNS(=O)(=O)c2ccc(C)cc2)cc1 (stereo not drawn) | -9.7% | -10.2% | -12.1% | 4.1% | -0.3 | 19.6% | 0.3% | -0.6% | 0.0%
COc1ccc(C(=O)NCC(=O)OCC(=O)Nc2sccc2C#N)cc1OC | -6.5% | -75.1% | ? | 10.6% | 1.6 | ? | ? | -16.9% | -2.8%
CCOC(=O)COc1ccc(/C=C(\C#N)c2nc3ccc(C)cc3[nH]2)cc1OC | 135.8%[activator] | ? | ? | -0.1% | -1.8 | 11.2µM* | nt | -20.7% | 5.1%
